Source: PubChem (several laboratories)
Autophagy mod: modulators of autophagy | MEF GFP-LC3 puncta imaging; test concentration mostly 10 µM | calls only at 10 µM (by protocol) | 190,000 compounds, 0.98% hits | AID 463193;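 active = percentage of spot-positive cells more than 3 SD above its plate mean, without a fluorescence outlier flag or 80% toxicity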;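 note: spot-positive cell cutoff set from DMSO-treated cells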
Hep lipid drop: modulators of hepatic lipid droplet formation. AML12 mouse hepatocytes, oleate lipid droplets, BODIPY imaging. inhibition, % at 6.5 µM. 240,000 compounds, 0.4% hits. AID 1656;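 active = lipid droplet intensity inhibited by at least 50%, with more than 500 cells counted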
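Technique: fluorescence imaging, 20x objective, two fields per well / Assay system: AML12 hepatocytes (mouse) / Measure: % inhibition of lipid droplet signal / Doses: 6.5 µM single-point dosing / Incubation: overnight exposure / Reagent: 100 µM oleic acid challenge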
MT stabilizer: microtubule stabilization, imaging screen; HeLa tubulin immunostaining HCS, 24 h; share of cells brighter than vehicle mean+2SD; 200,000 compounds, 0.83% hits; % tubulin-high responders, % at 10 µM; AID 2205;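 active = plate Z-score above 3 for both tubulin-high and condensed-nucleus cell shares, with cell loss under 80%, at 10 µM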;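 note: anti alpha tubulin signal scored within the nucleus-defined area of each cell; some results filed as inactive read as strong as hits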
human PMI inhibition: inhibitors of human PMI, primary screen, biochemical, fluorescence intensity, coupled assay (AID 1209). purified PMI enzyme, coupled fluorescence intensity; higher % means a stronger effect. one-dose inhibition, % at 20 µM; IC50 in µM for titrated hits. 190,000 compounds, 0.42% hits;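 note: plate controls were DMSO vehicle for no effect and wells lacking substrate for full effect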
b-catenin transl: beta-catenin nuclear translocation modulation. HeLa beta-catenin nuclear translocation, immunofluorescence imaging. nuclear translocation activity, % at 5 µM. 190,000 compounds, 0.3% hits;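 active = nuclear translocation activity above 50% at 5 µM, with a well cell count of 50 or more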;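 note: per-cell ratio of nuclear to cytoplasmic median beta-catenin stain intensity; plate controls were DMSO negative control for no effect and GSK-3 inhibitor IX positive control for full effect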
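System: Human HeLa cells, endogenous beta-catenin | Compound dosing: 5 µM primary, 0.02–20 µM confirmation | Timing: 24 h compound exposure at 37°C, 5% CO2 | Measured by: Fluorescence imaging of beta-catenin antibody stain plus DAPI | Read-out basis: % activation of per-cell nuclear versus cytoplasmic median beta-catenin signal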
Insulin prom up: MIN6 insulin promoter up-regulation. MIN6 insulin promoter-GFP reporter, high-content imaging; hits give high values. 190,000 compounds, 0.3% hits. AID 1625. z-score at 5 µM;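 active = z-score above 3 at 5 µM with at least 500 cells counted in the well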
TNAP activators: human TNAP enzyme activators, primary screen, biochemical, luminescent, no phosphate acceptor, uHTS (AID 1001) | 200,000 compounds, 0.03% hits | purified TNAP, luminescent activation assay, no phosphate acceptor; higher activation fold means a stronger effect | one-dose activation fold at 20 µM; EC50 in µM for titrated hits; in the data active = activation fold from about 3, or a potency from the dose series; inactive = the rest, 99 in 100 with activation fold below about 1.6; note: many of its hits are not listed in these tables
PMI inhibition: MPI inhibition at elevated mannose 6-phosphate – biochemical, fluorescence intensity, high mannose 6-phosphate, primary screen (AID 1220). 190,000 compounds, 0.66% hits. recombinant PMI enzyme, coupled fluorescence intensity; higher % means a stronger effect. inhibition, % at 20 µM, or IC50 in µM where a hit was titrated
T cell modulator: T cell immune modulators affecting CD8 T cell-vesicle binding; 2C CD8+ T cell-vesicle binding, flow cytometry; hits give low values; calls only at 7 µM; 330,000 compounds, 0.068% hits; AID 2052;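 active = response, share of CD8 T cells binding vesicles, and their 90th percentile fluorescence all below set limits, cut at about 80% in these data, passing the limit was not always enough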
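Test system: purified 2C TCR transgenic mouse naive CD8+ T cells. Probe or stimulus: QL9-peptide-loaded Drosophila micro-vesicles bearing Ld, ICAM-1 and B7-1. Incubation: binding step 1.5 h, 37 °C, antibody labelling 20 min, ice. Measured by: flow cytometry of vesicle-bound cells.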
Insulin prom up cell count: also measured in Insulin prom up; calls as there; cell count; measured here: cytotoxicity, nuclei count;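 total cells summed across four imaged fields per well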
Hep lipid drop cells 6.5 µM: further read-out of Hep lipid drop, marked with its call; cell count; measured here: cell count, cytotoxicity flag;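 cells counted across two imaged fields per well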
b-catenin transl cell count 5 µM: further read-out of b-catenin transl, marked with its call; cell count; measured here: cell count, cytotoxicity flag
T cell modulator vesicle-bound %: also measured in T cell modulator; calls as there; double positive events, %; measured here: CD8+ vesicle-bound cell fraction;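 binding gate set so that unloaded-vesicle control wells show 10% double positive cells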
MT stabilizer Hoechst-high %: further read-out of MT stabilizer, marked with its call; % Hoechst-high responders; measured here: nuclear condensation Hoechst responders;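 share of cells brighter than vehicle mean plus two SD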
MT stabilizer cytotoxicity %: also measured in MT stabilizer; calls as there; toxicity, %; measured here: cytotoxicity by cell density;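 0% = mean cell density of plate MIN control wells and 100% = no cells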
Autophagy mod cell loss 18 h: recorded beside Autophagy mod, whose call it bears; toxicity, %; measured here: cell loss, nuclei count;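 cell loss after 18 h compound exposure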
An asterisk follows results filed as active; i = inactive; x = not tested or not shown; + = active, no number. Cut-off read from the data, not from the text of the source, unless noted: active = inhibition above about 50%; inactive = the rest.

SMILES | Autophagy mod | Autophagy mod cell loss 18 h | Hep lipid drop | Hep lipid drop cells 6.5 µM | MT stabilizer | MT stabilizer Hoechst-high % | MT stabilizer cytotoxicity % | human PMI inhibition | b-catenin transl | b-catenin transl cell count 5 µM | Insulin prom up | Insulin prom up cell count | TNAP activators | PMI inhibition | T cell modulator | T cell modulator vesicle-bound %
COCCNCCCCOc1ccc(C)cc1[N+](=O)[O-] | i | 14 | 0 | 605 | 2.4 | 2.3 | 4.5 | 18% | 0.1 | 883 | x | x | 1.1 | 4% | i | 59
COC(=O)Cn1c(=O)cnc2ccccc21 | i | 13 | x | x | 4.0 | 1.6 | 14 | -12% | -3.4 | 722 | -0.26 | 1590 | 1.1 | 2% | i | 22
CCOc1ccc(NC(=O)CSc2nc3c(c(=O)n2C)SC(C)C3)cc1 (stereo not given) | i | 2 | -4 | 585 | 2.8 | 1.3 | 8.4 | 5% | -0.8 | 1043 | 0.09 | 1790 | 1.1 | 5% | i | 50
COCCCNC(=O)c1c(N)n(-c2ccc(S(N)(=O)=O)cc2)c2nc3ccccc3nc12 | i | -27 | x | x | 3.5 | 2.6 | 5.2 | 11% | 3.4 | 1389 | 0.42 | 1564 | 1.1 | 39% | i | 8
CC12C(=O)N(CCC(=O)O)C(=O)C1C1C=CC2C1 (stereo not given) | i | 0 | 0 | 714 | 3.6 | 2.6 | 5.8 | 4% | -1.5 | 1017 | 1.3 | 948 | 1.1 | -2% | i | 54
Cc1nnc(SCC(=O)NCc2ccc(Cl)cc2)[nH]c1=O | i | -52 | x | x | 1.6 | 2.6 | 3.7 | 8% | -6.5 | 1051 | 0.72 | 1064 | 1.1 | 11% | i | 50
CCN(CC)C(=O)[C@]1(c2ccccc2)C[C@@H]1CN | x | x | 38 | 732 | x | x | x | 0% | -1.5 | 1145 | -0.33 | 1439 | 1.1 | -2% | i | 54
CCCN1CCC(NC(=S)Nc2cccc(Cl)c2Cl)CC1 | i | 5 | 28 | 598 | 1.7 | 1.4 | 4.1 | -4% | -3.5 | 1086 | 0.01 | 1670 | 1 | -6% | i | 12
O=C1CC(c2ccsc2)c2ccc3ccccc3c2N1 (stereo not given) | i | 9 | 13 | 603 | 2.1 | 0.9 | 2.0 | 0% | -2.7 | 1018 | 0.94 | 1495 | 1.1 | -4% | i | 66
O=C1NCCC/C1=N/Nc1cc(F)ccc1F | x | x | 0 | 736 | x | x | x | x | -2.6 | 1074 | -0.01 | 1402 | x | x | i | 7
CS(=O)(=O)NN1C(=O)c2ccccc2NC1c1cccc(O)c1 (stereo not given) | i | 26 | -2 | 716 | 2.4 | 2.2 | 1.8 | 2% | -1.3 | 1140 | -0.35 | 1225 | 1.1 | 7% | i | 70
S=C(Nc1ccc(Br)cc1Cl)Nn1cnnc1 | i | 10 | 4 | 606 | 4.2 | 2.2 | 5.6 | 34% | -3.0 | 1151 | -0.14 | 1535 | 1.1 | 7% | i | 4
COc1n[nH]c(C(=O)Nc2nc3ccccc3s2)c1[N+](=O)[O-] | i | 1 | 4 | 632 | 3.6 | 2.0 | 9.9 | 10% | 0.0 | 1532 | -0.47 | 1481 | 1.7 | 15% | i | 64
CC(C)c1ccc(C2NC(=S)NC3=C2C(=O)CC(C)(C)C3)cc1 (stereo not given) | i | 6 | -11 | 592 | 4.9 | 3.3 | 6.7 | 3% | 2.5 | 1076 | 1.7 | 1615 | 1.1 | 1% | i | 41
CCN(CC)Cc1oc(-c2ccccc2)cc1C(=O)O | i | 4 | 17 | 734 | 1.0 | 1.0 | 0.0 | -1% | 0.7 | 1076 | 0.84 | 1459 | 1.1 | 1% | i | 37
COc1ccc(-n2c(=O)[nH]cc(C(=O)Nc3ccccc3)c2=O)cc1 | i | 18 | 23 | 525 | 2.1 | 3.5 | 3.4 | 20% | -0.2 | 1167 | -0.22 | 1050 | 1.1 | 16% | i | 35
Cc1nnc(SCC(=O)c2c(N)n(Cc3ccccc3)c(=O)n(C)c2=O)n1C | i | 3 | -4 | 735 | 2.4 | 3.4 | 9.6 | -4% | 0.5 | 1097 | -0.49 | 1276 | 1 | 3% | i | 43
Cc1cc(C)cc(C(=O)N2CCCCCC2)c1 | i | -7 | -7 | 743 | 0.8 | 1.4 | 15 | -1% | x | x | 0.15 | 989 | 1.1 | 4% | i | 36
CC(C(=O)NC1=NCCS1)(C(F)(F)F)C(F)(F)F | i | -1 | -2 | 674 | 12 | 26 | 96 | 9% | x | x | -0.06 | 1205 | 1.1 | 9% | i | 20
Cc1cccc(C)c1NC(=O)c1sccc1SCC#N | i | 5 | -16 | 586 | 2.0 | 1.6 | 9.1 | 8% | 3.3 | 1113 | 0.18 | 1895 | 1.2 | 11% | i | 63
COc1ccc(C)cc1-n1c(=O)c2ccccc2c2ccccc2c1=O | i | 1 | -2 | 713 | 2.5 | 2.0 | 2.9 | 10% | -0.7 | 1030 | 1.3 | 1256 | 1.1 | 17% | x | x
CC(=O)c1cccc(NC(=O)N2CCC(c3nnc(SCC(N)=O)n3C)CC2)c1 | i | 7 | x | x | 2.6 | 2.5 | 5.3 | 1% | 0.4 | 1157 | 0.69 | 1118 | 1 | -5% | i | 52
N#Cc1nc(-c2ccccc2)oc1N1CCCCC1 | i | 14 | x | x | 4.4 | 1.8 | 1.4 | -1% | -2.7 | 1035 | 0.59 | 1517 | 1.2 | 5% | i | 37
Cc1c(C(=O)Nc2ccccn2)oc2ccccc12 | i | 15 | -39 | 641 | 3.1 | 1.5 | 6.5 | 5% | 2.6 | 1190 | -0.72 | 1272 | 1 | 5% | i | 31
COc1cc2ccccc2cc1C(=O)OCC(=O)N1CCOCC1 | i | 14 | x | x | 2.5 | 2.7 | 1.0 | -14% | -1.4 | 1134 | 1.4 | 979 | 1.1 | -15% | i | 44
Cc1ccc(CNC(=S)Nc2ccc(C)c([N+](=O)[O-])c2)cc1 | i | 18 | 4 | 688 | 3.9 | 4.5 | 0.4 | 17% | -0.3 | 1007 | 0 | 1382 | 1.2 | 10% | i | 50
CC1(C)Cc2c(sc3nc(SCC(=O)NCc4ccco4)n(-c4ccccc4)c(=O)c23)CS1 | i | 4 | -3 | 640 | 1.6 | 2.2 | 7.0 | 10% | 0.4 | 1002 | x | x | 1 | 5% | i | 41
O=C(/C=C/c1ccc(OC2CSC2)cc1)c1ccc(Cl)cc1 | i | -4 | 7 | 619 | 4.1 | 2.4 | 3.7 | 3% | -5.8 | 557 | 0.12 | 1330 | 1.1 | 2% | i | 52
CC1(C)CC(=O)c2sc(NC(=O)CN3CCCCC3)nc2C1 | i | -7 | x | x | 2.0 | 2.4 | 10 | -4% | -5.4 | 906 | -0.07 | 1110 | 1 | 3% | i | 55
O=S(=O)(Nn1c(O)c(C=C2N=c3ccccc3=N2)sc1=S)c1ccccc1 | x | x | -15 | 662 | x | x | x | x | 1.3 | 1371 | 0.21 | 1424 | x | x | i | 24
CCCCn1c(=O)[nH]c(=O)c2c1nc(COc1ccc(C#N)cc1)n2CCC | i | 5 | -31 | 706 | 6.4 | 2.9 | 8.6 | 9% | x | x | -0.21 | 1295 | 1.1 | 9% | i | 46
Cc1ccc(S(=O)(=O)N/N=C\c2cc([N+](=O)[O-])ccc2Cl)cc1 | i | -34 | 8 | 691 | 2.1 | 1.0 | 3.5 | -54% | -1.0 | 1060 | -0.32 | 1833 | 1.1 | -96% | i | 56
O=[N+]([O-])c1ccc(C2Oc3ccccc3C3CC(c4ccccc4)=NN32)s1 (stereo not given) | + | 6.2* | -5 | 586 | 3.4 | 1.9 | 8.8 | -35% | -1.4 | 945 | 0.69 | 1162 | 1.1 | -55% | i | 31
CCC(c1nnnn1C(C)(C)C)N1CCN(c2cc(Cl)ccc2C)CC1 (stereo not given) | i | -1 | x | x | 1.3 | 2.0 | 6.7 | 14% | -3.8 | 970 | 0.62 | 1009 | 1.1 | 13% | i | 38
Cc1nc(SCc2ccccc2)c([N+](=O)[O-])[nH]1 | i | 4 | 0 | 681 | 1.7 | 1.4 | 0.2 | 8% | x | x | -0.02 | 1273 | 0.9 | 10% | i | 49
Cc1c(Br)ccc(NC(=O)COc2ccccc2C(N)=O)c1C | i | -31 | 4 | 664 | 3.0 | 1.6 | 12 | 6% | -1.7 | 1007 | -0.03 | 1623 | 1.1 | 9% | i | 63
O=C1N(Cc2cccnc2)C[C@@H]2C[C@@H](c3ccc(C(F)(F)F)cc3)N3CCC[C@@]123 | i | 2 | -7 | 725 | 3.6 | 3.0 | 6.9 | -2% | 0.2 | 998 | 0.73 | 1403 | 1.1 | -5% | i | 48

4 structures out of the list, sorted by SMILES length, falling.
SMILES | Autophagy mod | Autophagy mod cell loss 18 h | Hep lipid drop | Hep lipid drop cells 6.5 µM | MT stabilizer | MT stabilizer Hoechst-high % | MT stabilizer cytotoxicity % | human PMI inhibition | b-catenin transl | b-catenin transl cell count 5 µM | Insulin prom up | Insulin prom up cell count | TNAP activators | PMI inhibition | T cell modulator | T cell modulator vesicle-bound %
CC1(C)Cc2c(sc3nc(SCC(=O)NCc4ccco4)n(-c4ccccc4)c(=O)c23)CS1 | i | 4 | -3 | 640 | 1.6 | 2.2 | 7.0 | 10% | 0.4 | 1002 | x | x | 1 | 5% | i | 41
Cc1ccc(S(=O)(=O)N/N=C\c2cc([N+](=O)[O-])ccc2Cl)cc1 | i | -34 | 8 | 691 | 2.1 | 1.0 | 3.5 | -54% | -1.0 | 1060 | -0.32 | 1833 | 1.1 | -96% | i | 56
Cc1nc(SCc2ccccc2)c([N+](=O)[O-])[nH]1 | i | 4 | 0 | 681 | 1.7 | 1.4 | 0.2 | 8% | x | x | -0.02 | 1273 | 0.9 | 10% | i | 49
N#Cc1nc(-c2ccccc2)oc1N1CCCCC1 | i | 14 | x | x | 4.4 | 1.8 | 1.4 | -1% | -2.7 | 1035 | 0.59 | 1517 | 1.2 | 5% | i | 37
